# DRD3 antagonist = antagonists of human D3 dopamine receptor. 2.5% of 360,000 active. max response, negative = inhibition, %. P35462. D3R cells, DiscoveRx beta-arrestin luminescence, antagonist mode; hits give low values; in the data active means max response below about -50%; inconclusive means no clear call, values can overlap the other calls; further: on the % scale 0 is the no-effect control and ±100 the full control effect; mostly tested at two doses, the higher about 12 µM
# Target sequence (P35462 whole entry, looked up): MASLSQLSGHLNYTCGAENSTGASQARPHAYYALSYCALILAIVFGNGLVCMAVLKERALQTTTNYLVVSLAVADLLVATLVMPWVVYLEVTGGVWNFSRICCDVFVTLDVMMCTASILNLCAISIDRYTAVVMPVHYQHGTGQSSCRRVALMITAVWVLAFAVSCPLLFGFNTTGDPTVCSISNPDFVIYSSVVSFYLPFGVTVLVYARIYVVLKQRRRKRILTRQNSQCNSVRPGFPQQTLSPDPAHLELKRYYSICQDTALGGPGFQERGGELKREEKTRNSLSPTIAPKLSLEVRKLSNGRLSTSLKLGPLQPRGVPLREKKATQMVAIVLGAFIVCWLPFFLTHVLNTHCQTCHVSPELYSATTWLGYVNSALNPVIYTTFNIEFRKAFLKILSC
#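 Cells plated overnight at 1500 cells/well, then exposed to library compounds with dopamine controls for 90 minutes at 37 degrees C. DiscoveRx reagent added for 30–60 minutes at room temperature; luminescence read, quantitative HTS format.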
# KB-V1 cytotox = kills drug-selected multidrug resistant KB-V1 cells; KB-V1 MDR cells viability, CellTiter-Glo, 72 h; Potency, µM (top dose mostly 46.1 µM), without a hit: at the top dose activity change, negative = cytotoxicity, usual class: cytotoxic; 3.4% of 400,000 active; AID 1347076; further: potency means the concentration at half of the fitted maximal effect; on the % scale 0 is the no-effect control and ±100 the full control effect; nearly all actives have a fitted effect of over 60% in size
#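 Drug-selected KB-V1 cells, grown in DMEM lacking phenol red with 10% FBS, receive compound titrations; after three days at 37 degrees C, surviving cell ATP is quantified by CellTiter-Glo luminescence and responses normalized and curve-fitted.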
# KB-3-1 tox = kills parental KB-3-1 adenocarcinoma cells; KB-3-1 viability, CellTiter-Glo ATP luminescence, 72 h; Potency, µM (series often up to 46.1 µM), inactives show top-dose activity change, negative = cytotoxic, actives largely listed as cytotoxic; 1.4% of 400,000 active; AID 1347075; further: potency means the concentration at half of the fitted maximal effect; on the % scale 0 is the no-effect control and ±100 the full control effect; nearly all actives have a fitted effect of over 60% in size
#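 KB-3-1 cells, DMEM (no phenol red) + 10% FBS; compound by pin transfer, 72 h, 37 °C. Readout: CellTiter-Glo luminescence after 10 min. Data normalized, curve-fitted.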
# SW480 rereplic = inducers of DNA re-replication in SW480 colon cancer cells | SW480 DNA re-replication, Hoechst DNA content imaging, 48 h | Potency, µM (top dose mostly 46.1 µM), without a hit: at the highest dose re-replication activation, usual class: activators | 1.8% of 340,000 active | AID 624297; further: potency means the concentration at half of the fitted maximal effect; % of control where 0% means no effect; nearly all actives have a fitted effect of over 55% in size
#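 Image-based DNA-content assay: after two days of treatment, nuclei were labelled with the DNA dye Hoechst and imaged, and hits were compounds raising the count of nuclei showing high fluorescence intensity.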
# IL1B secr inh = blocks inflammasome-driven IL-1 beta release | THP-1 LPS/ATP IL-1B secretion, AlphaLISA, 16 h; hits give low values | activity change, % at 57.5 µM | 4.7% of 360,000 active; in the data active means activity change below about -50%; inconclusive means mostly about -30% to -49%; further: on the % scale 0 is the no-effect control and ±100 the full control effect
#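 THP-1 cells pretreated 1 hr with compounds (up to 57.5 uM final), then stimulated with LPS (250 ng/mL final) plus ATP (1.25 mM final); secreted IL-1B measured by AlphaLISA after 16 hr, decreased signal indicating inhibition.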
# HT1080NT lethal = kills 2HG-producing HT-1080-NT fibrosarcoma cells; HT-1080-NT fibrosarcoma viability, CellTiter-Glo ATP luminescence, 48 h; Potency, µM (titrated, usually from 46.1 µM), without a hit: at the highest dose activity, negative = less viability, usual class: cytotoxic; 1.6% of 360,000 active; AID 686970;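 further: NT is the 2HG producing partner of a matched IDH1 knockdown line; potency means the concentration at half of the fitted maximal effect; 0% = DMSO-treated cells and -100% = media-only wells without cells; nearly all actives have a fitted effect of over 55% in size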
#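 750 cells/well, RPMI + 5% FBS; 2 h settle, compound pin-transfer, 48 h at 37 degrees C. CellTiter-Glo 10 min RT, luminescence. Normalized to DMSO and media-only wells.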
# GLP-1R agonist = agonists of human GLP-1 receptor; P43220; HEK293 GLP-1R CRE-luciferase, luminescence, 4-6 h; cells express a hypersensitive GLP-1R form; 0.007% of 380,000 active; AID 624172; Potency, µM (titrated, usually from 45.6 µM), for the others: at the top dose activation, actives largely listed as activators; further: potency means the concentration at half of the fitted maximal effect; % of control where 0% means no effect
# Target sequence (P43220 whole entry, looked up): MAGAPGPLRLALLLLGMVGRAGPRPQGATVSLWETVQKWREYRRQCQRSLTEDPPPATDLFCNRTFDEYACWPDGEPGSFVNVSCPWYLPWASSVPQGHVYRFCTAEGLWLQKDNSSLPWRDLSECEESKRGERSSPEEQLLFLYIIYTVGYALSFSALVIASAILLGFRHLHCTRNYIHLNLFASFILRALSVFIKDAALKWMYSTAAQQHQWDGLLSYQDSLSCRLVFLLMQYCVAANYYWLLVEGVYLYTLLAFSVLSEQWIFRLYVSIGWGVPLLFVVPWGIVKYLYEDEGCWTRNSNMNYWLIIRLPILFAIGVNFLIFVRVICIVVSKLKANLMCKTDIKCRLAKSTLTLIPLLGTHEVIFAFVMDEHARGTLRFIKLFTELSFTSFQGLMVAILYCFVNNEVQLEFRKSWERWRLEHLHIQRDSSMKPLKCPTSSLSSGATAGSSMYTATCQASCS
# D3 ag = agonists of human D3 dopamine receptor. max activation, %. AID 652048. D3R DiscoveRx beta-arrestin cells, luminescence, 90 min. 0.58% of 410,000 active. P35462; in the data active means max activation above about 30%; further: 0% is about no effect; mostly tested at two doses, the higher about 12 µM
#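 Agonist-mode cell screen: cells plated at 1500/well and incubated overnight at 37 °C, then exposed to library compounds for 90 min at 37 °C. Detection reagent was added for 30–60 min at room temperature, and luminescence was read.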
# HT1080 IDH1KD tx = toxicity to HT-1080 IDH1 knockdown cells (counter line) | HT-1080 IDH1 knockdown viability, ATP luminescence, 48 h | Potency, µM (highest dose often 46.1 µM), for the others: at the top dose activity, negative = toxicity, most hits filed as cytotoxic | 2% of 360,000 active;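 further: potency means the concentration at half of the fitted maximal effect; 0% = DMSO wells and -100% = cell-free medium wells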
#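 Assay cells: HT-1080 with IDH1 knockdown, 750 per well, RPMI/5% FBS. Exposure: 48 h at 37 °C following 2 h pre-incubation. Read: CellTiter-Glo luminescence; fitted concentration-response, curve class assigned.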
# The depositor's hits bear a star; ? = inconclusive; nt = no result given; [ ] = another dose, or the depositor's remark. Unless noted, the call rests on the fitted dose curve; in most records, active means well fitted curve in the direction sought with a large enough effect; inconclusive means small, poorly fitted or top-dose-only effect, or another doubt; inactive means no such curve, though single readings can be large; an effect the other way counts as inactive or inconclusive.
SMILES,DRD3 antagonist,KB-V1 cytotox,KB-3-1 tox,SW480 rereplic,IL1B secr inh,HT1080NT lethal,GLP-1R agonist,D3 ag,HT1080 IDH1KD tx
COCCN(C(=O)COC(=O)c1ccccc1NCc1ccco1)c1c(N)n(Cc2ccccc2)c(=O)[nH]c1=O,11,10%,-2%,?,-1,-1%,-1%,15,0%
CN1CCN(C(=O)/C(=C\c2ccc3c(c2)OCO3)NC(=O)c2cccs2)CC1,-1,1%,3%,2%,-9,3%,8%,1,-17%
O=C(Nc1ccc(Cl)cc1)c1cc(S(=O)(=O)N2CCOCC2)cs1,18,9.2µM*,?,-1%,?,?,0%,-1,-23%
Cc1ccc(-c2nnn(CC(=O)N(Cc3ccccc3F)C(C(=O)NC3CCCC3)c3ccncc3)n2)o1 (stereo not drawn),-27,-8%,2%,13%,14,-3%,2%,-3,3%
CCc1cc(=O)oc2cc(OCC(N)=O)c(Cl)cc12,-8,-11%,-8%,-5%[9.22 µM],-4,1%,0%,-1,0%
C[C@@H]1CN([C@H](C)CO)C(=O)CCCn2cc(nn2)CO[C@H]1CN(C)S(=O)(=O)c1ccc(Oc2ccccc2)nc1,-7,-17%,0%,nt,18,10%,-3%,2,-8%
CN(CCOc1ccc(Cl)cc1)C(=O)c1cccc(S(=O)(=O)N2CCN(c3ccccc3)CC2)c1,14,?,?,-10%,-15,-19%,6%,7,-24%
COC(=O)c1cccc(NC(=O)C(C)N2C(=O)c3ccccc3C2=O)c1 (stereo not drawn),7,-2%,7%,-30%[inhibitor],27,0%,-4%,11,22%
COc1ccc(S(=O)(=O)N2CCCCCC2)cc1C(=O)N(C)Cc1ccc(Cl)cc1Cl,-16,-3%,?,-24%,-56*,?,18%,-11,?
COc1ccc(CN2CN(S(=O)(=O)c3ccccc3)c3nc4ccccc4nc32)cc1,9,1%,-5%,-33%[inhibitor],-22,6%,11%,6,-13%
COc1ccc(NC(=O)c2cc(-c3ccccn3)nc3ccccc23)cc1S(=O)(=O)N(C)C,0,?,1%,-4%,8,-17%,-2%,1,-13%
COc1ccc(CCNC(=S)NCc2cccs2)cc1OC,3,-6%,10%,1%,-22,-13%,1%,3,0%
Cc1ccc([N+](=O)[O-])cc1S(=O)(=O)N1CCCCC1C(=O)O (stereo not drawn),-1,3%,-3%,0%,0,13%,0%,4,15%
Cn1c(=O)c2c(nc(NCc3ccc4c(c3)OCO4)n2Cc2ccccc2Cl)n(C)c1=O,5,0%,-2%,-3%,19,0%,17%,8,0%
CCOC(=O)C1=CCN(S(=O)(=O)c2ccccc2Cl)C1c1ccc(C)cc1 (stereo not drawn),?,13%,0%,nt,20,0%,20%,-6,-4%
COc1ccccc1NC(=S)c1ccccc1,4,-24%,5%,-22%,5,6%,-2%,-2,14%
CCOc1ccc(S(=O)(=O)N2CCN(C(=S)NCC3CCCO3)CC2)cc1 (stereo not drawn),10,-3%,2%,?,8,2%,15%,7,5%
Cc1ccc(C(=O)OCC(=O)NNC(=O)COc2ccc(Cl)cc2)c(O)c1,-20,-7%,-4%,nt,-13,-12%,1%,-5,-7%
CCN(c1ccccc1)S(=O)(=O)c1ccc(OCC(F)(F)F)c(NC(=O)c2ccc(=O)[nH]c2)c1,7,6%,0%,-9%,-5,6%,10%,-18,-4%
COCc1cccc(C2=CC(=O)C[C@H](c3ccc(OC)cc3)C2)c1,2,-4%,?,-10%,-16,7%,19%,-14,5%
CC(=O)N(C)c1ccc(NC(=O)C(Sc2ccccc2)c2ccccc2)cc1 (stereo not drawn),5,-24%,18%,-11%,37,?,17%,3,-4%
CCOC(=O)c1ccc(NC(=O)CC2SCCNC2=O)cc1 (stereo not drawn),-9,14%,1%,-6%,5,-2%,3%,0,-3%
COc1ccccc1CNC(=O)c1cc2ccc3ccc(C)[nH]c3c2n1,nt,?,-6%,nt,nt,nt,-2%,7,nt
COC(=O)/C=C1\SC(=NC(=O)c2cccc(Cl)c2)NC1=O,21,?,3%,1%,-10,26%,4%,-7,20%
O=C(NC1CCS(=O)(=O)C1)c1cccc(S(=O)(=O)N2CCOCC2)c1 (stereo not drawn),-9,-9%,9%,-3%,-1,-3%,12%,0,?

# Some entries already given, showing only KB-V1 cytotox and DRD3 antagonist.
Compound	KB-V1 cytotox	DRD3 antagonist
CC(=O)N(C)c1ccc(NC(=O)C(Sc2ccccc2)c2ccccc2)cc1 (stereo not drawn)	-24%	5
CCOC(=O)c1ccc(NC(=O)CC2SCCNC2=O)cc1 (stereo not drawn)	14%	-9
COc1ccccc1CNC(=O)c1cc2ccc3ccc(C)[nH]c3c2n1	?	nt

# The list goes on:
SMILES,DRD3 antagonist,KB-V1 cytotox,KB-3-1 tox,SW480 rereplic,IL1B secr inh,HT1080NT lethal,GLP-1R agonist,D3 ag,HT1080 IDH1KD tx
CC12CCC(=O)N1C(C(=O)NNC(=O)c1ccc(Cl)cc1)CS2 (stereo not drawn),34,-28%,-2%,1%,-9,-3%,-7%,3,-6%
CCc1cccc(-n2nnc(S(=O)(=O)c3ccc(OC)cc3)c2C)c1,nt,?,-2%,nt,nt,nt,4%,6,nt
Cc1ccc(NC(=S)N(CCN(C)C)C(C)c2cccnc2)cc1 (stereo not drawn),10,-26%,-22%,0%,-1,4%,3%,0,0%
Cc1nc(-c2ccccn2)nc(SCC(=O)c2ccc(F)cc2)c1Cl,15,-6%,-18%,-5%,-12,-4%,6%,-1,0%
CN(Cc1ccccc1)C(=O)COC(=O)Cn1cnc2ccccc21,-12,?,12%,-4%,18,18%,-3%,-8,18%
CCCCCCCCCC(=O)N[C@@H]1c2cc(OC)c(OC)cc2C[C@H]1O,42,-3%,0%,-14%,0,-4%,23%,25,-5%
CC[C@@](C)(NS(=O)(=O)OCC(Cl)(Cl)Cl)c1ccccc1,15,21%,0%,-1%,3,13%,-11%,5,7%
O=C(Nc1ccc2c(c1)OCCO2)C1CCCC1,-6,-2%,-2%,-12%,-23,-16%,-1%,0,16%
Cc1nc(NCCc2ccc(S(N)(=O)=O)cc2)c2c3c(sc2n1)CCC3,41,?,8%,-1%,-14,4%[9.24 µM],11%,35*,?
COc1cc(OC)c(C(=O)OCC(=O)Nc2c(C)n(C)n(-c3ccccc3)c2=O)cc1OC,17,21%,-10%,-3%,-10,7%,-1%,-1,10%
Cc1ccccc1NC(=S)NCC(c1cccnc1)N(C)C (stereo not drawn),1,-22%,13%,0%,12,18%,-9%,2,2%
CCc1ccccc1N(CC(=O)N/N=C/c1ccc(OC(=O)OC)c(OC)c1)S(C)(=O)=O,4,-6%,2%,0%,4,0%,-10%,-1,-1%
Cn1ccnc1C1CCCCN1C(=O)c1cc(COc2ccc(F)cc2Cl)on1 (stereo not drawn),5,?,-16%,-6%,?,-5%,5%,-2,0%
O=C(O)CCCCCN=C1CCc2ccccc2N1,8,3%,1%,-1%,18,-1%,-6%,-4,2%
O=[N+]([O-])/C(=C\Nc1ccccc1)S(=O)(=O)c1ccccc1,-9,17%,1%,1%,20,18%,0%,3,12%
O=C(Cc1ccccc1)c1c[nH]c(C(=O)O)c1,-8,22%,0%,?,34,-13%,-1%,10,3%
O=C(O)CCc1nn2c3ccccc3n(Cc3ccccc3F)c2nc1=O,-6,2%,11%,-44%[inhibitor],13,13%,6%,0,7%
CNc1cncc(-c2ccc(F)c(F)c2)n1,-22,3%,0%,nt,?,0%,6%,-3,8%
O=C(CCCn1c(=S)[nH]c2cc3c(cc2c1=O)OCO3)N1CCN(c2ccccn2)CC1,7,6%,9%,1%,1,1%,-7%,1,0%
COc1ccc(-c2noc(CSc3nc4ccccc4c(=O)n3-c3ccccc3)n2)cc1,-18,?,-6%,14%,37,-1%,-11%,3,-2%
O=C1CCC(C(=O)NCc2ccc3c(c2)OCO3)N1 (stereo not drawn),-14,11%,-4%,-10%,0,-4%,1%,-1,-5%
CN(CC(=O)Nc1ccc(OC(F)(F)F)cc1)S(=O)(=O)c1cnc[nH]1,0,?,0%,-1%,34,7%,-1%,6,7%
Cc1ccc(C(CC(=O)c2ccco2)SCCO)cc1 (stereo not drawn),-25,?,-2%,?,?,-2%,-11%,-4,0%

# Some of these compounds in order of number of heavy atoms, highest first:
SMILES,DRD3 antagonist,KB-V1 cytotox,KB-3-1 tox,SW480 rereplic,IL1B secr inh,HT1080NT lethal,GLP-1R agonist,D3 ag,HT1080 IDH1KD tx
CCc1cccc(-n2nnc(S(=O)(=O)c3ccc(OC)cc3)c2C)c1,nt,?,-2%,nt,nt,nt,4%,6,nt
CC12CCC(=O)N1C(C(=O)NNC(=O)c1ccc(Cl)cc1)CS2 (stereo not drawn),34,-28%,-2%,1%,-9,-3%,-7%,3,-6%
CNc1cncc(-c2ccc(F)c(F)c2)n1,-22,3%,0%,nt,?,0%,6%,-3,8%
